TTR transcr act = TTR transcription activation, primary screen; activation, % at 16.7 µM; 1.3% of 92,000 active; SH-SY5Y TTR promoter Gaussia luciferase, luminescence; 100% = recombinant luciferase protein wells;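 active = activation above the mean of all tested compounds plus 3 SD, cut at about 9.5% in these data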;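 note: cells exposed to compounds for one day before reading; 0% = median of all test compound wells on the plate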
* = called active by the depositor.

SMILES	TTR transcr act
COc1ccc(CN2CCC(CO)(Cc3ccccc3C(F)(F)F)CC2)c(F)c1	0.9
COc1ccccc1NC(=O)CSc1nncs1	1.8
N/C(=N\OC(=O)/C=C/c1ccccc1Cl)c1ccccn1	-1.0
CC(O)CNc1nc2sc3c(c2c(=O)n1CCc1ccccc1)CCCCC3 (stereo unspecified)	-0.8
O=C(CN1CCc2ccccc21)NN1CC(=O)N(c2ccc(Cl)cc2)CC1=O	1.1
Cc1cc(=O)[nH]c(N/N=C/c2ccc(OC(=O)c3ccco3)cc2)n1	5.8
CCCN(CC(=O)Nc1ccccc1OC)C(=O)c1ccc(S(=O)(=O)Nc2ccccc2)cc1	3.9
CC(NC(=O)c1ccc2c(c1)OCO2)C(c1cccs1)N1CCN(c2ccccc2)CC1 (stereo unspecified)	-1.7
COc1ccc(C)cc1S(=O)(=O)NCC(c1cccnc1)N1CCc2ccccc2C1 (stereo unspecified)	1.0
N#Cc1cc(-c2ccccc2)nc(NN)n1	-3.2
CC(C)CC1C(=O)N(Cc2cn(CCC3OCCCO3)nn2)CCS(=O)(=O)N1Cc1ccc(-c2cccc(N(C)C)c2)cc1 (stereo unspecified)	-0.4
CCOC(=O)C1=C(C)N(c2ccccc2)C(=O)C1	-1.1
COc1cc(NC(=O)c2ccc(F)cc2)ccc1NC(=O)c1cc2ccccc2o1	1.1
CCOC(=O)c1cc(-c2ccc(C)cc2)n(CCC(=O)NCCCOC)c1C	-0.4
CCOc1nc(SCCOc2ccc(C)cc2)nc(N(C)C)n1	0.1
O=C(Nc1cc(F)ccc1F)N1CCN(c2ccnc3cc(Cl)ccc23)CC1	-2.1
O=C(N/N=C/c1ccc(Cl)cc1Cl)c1n[nH]c2c1CCCC2	0.8
CC1CCCN(c2ncnc3c2cnn3-c2ccc(Cl)cc2)C1 (stereo unspecified)	0.5
CN(C)c1ccc(-c2nnc(-c3ccccc3F)o2)cc1	-1.6
CCCc1nc2ccc(Br)cn2c1Cc1ccccc1	1.2
COc1cccc(CN2CC(C(=O)N3CCCC3)CCC2=O)c1 (stereo unspecified)	0.4
CC(=O)c1c(C)[nH]c(C(=O)COC(=O)CCSc2ccccc2)c1C	-1.5
CCOc1ccc(CC(=O)N2CCN(c3ccc(N4CCOCC4)nn3)CC2)cc1OCC	-1.8
COc1cccc(N2CCN(Cc3nc(N)nc(Nc4ccccc4OC)n3)CC2)c1	1.5
O=c1cnnc(N/N=C/c2ccc3c(c2)OCO3)[nH]1	-0.5
CC1=C(C(=O)N(C)C)CC(CC(=O)NC2CCCCC2)C(=O)N1CCC1=CCCCC1 (stereo unspecified)	-1.7
Cc1nc(Nc2ccccc2)sc1C	6.9
Cc1cc(SCc2ccc(Br)cc2)nc(=O)[nH]1	4.1
CC(C)c1ccc(N(C(=O)c2cc3ccccc3oc2=O)C2C=CS(=O)(=O)C2)cc1 (stereo unspecified)	-0.9
Cc1ccc(S(=O)(=O)NC(=O)NC(C)c2ccc(F)cc2)cc1 (stereo unspecified)	-2.3

Ordered by value in TTR transcr act (highest first): three from the list above
SMILES	TTR transcr act
Cc1nc(Nc2ccccc2)sc1C	6.9
CCCc1nc2ccc(Br)cn2c1Cc1ccccc1	1.2
CC1CCCN(c2ncnc3c2cnn3-c2ccc(Cl)cc2)C1 (stereo unspecified)	0.5

The results go on.
SMILES	TTR transcr act
CCOc1cc([N+](=O)[O-])c2nc(N)sc2c1	0.4
CCc1nc2ccccc2c(=O)n1/N=C/c1ccc(Cl)cc1	3.6
CCOc1cc(/C=C2\SC(=NC)N(C)C2=O)c(Br)cc1OC(C)=O	-1.1
COc1ccc2c(c1)sc(=NC(=O)CS(=O)(=O)c1ccc(F)cc1)n2C	-2.2
COc1ccc(C)cc1NC(=O)c1nc2nc(C)cc(C)n2n1	0.5
O=C(CS(=O)(=O)c1c[nH]c2ccccc12)N1CCc2ccccc21	1.6
CCOc1ccc(CCNC(=O)CS(=O)(=O)Cc2nc(-c3ccccc3F)oc2C)cc1	-3.3
O=C(O)CCCC(=O)Nc1nc2n(n1)C(c1ccc(F)cc1)CC(c1ccc(Cl)cc1)N2 (stereo unspecified)	0.2
C=CCOc1ccc(CNn2cn[nH]c2=S)cc1OCC	2.7
O=C(Cn1cc(C(=O)C(F)(F)F)c2ccccc21)N1CCOCC1	0.9
CC1Cc2ccccc2N1C(=O)CN1C(=O)NC(C)(c2ccc3c(c2)OCCO3)C1=O (stereo unspecified)	1.4
CSc1nnc(SCc2nc3sc(C(=O)O)c(C)c3c(=O)[nH]2)s1	-1.2
CN(C)c1ccc(CN(C(=O)/C=C/c2ccccc2Cl)C2CCS(=O)(=O)C2)cc1 (stereo unspecified)	-1.1
O=C1CC(c2ccccc2)=Nc2ccccc2N1Cc1ccccc1	-0.1
Cc1cc(-c2ccccc2)n(-c2ccc(C(=O)NC(C)C)cc2)n1	-0.5
Cc1cnc(NC(=O)Nc2ccc(OCc3ccccc3)cc2)c(Br)c1	-0.1
COc1ccccc1-n1ccnc1SCC(=O)NC(C)(C)C	2.4
COc1ccc(C(C)=O)cc1COC(=O)c1cccc(N(C)C)c1	-1.7
CCOC(=O)c1[nH]c2ccccc2c1NC(=O)c1ccc(S(=O)(=O)N2CCCCC2)cc1	-1.8
C/C(Cc1ccccc1)=N\NC(=O)c1cc(C(C)(C)C)[nH]n1	-1.3
CCOC(=O)[C@H]1[C@H]2COc3ccccc3[C@@H]2N2C(=O)c3cc(OC)ccc3NC(=O)[C@@]12C	3.0
COc1cccc(N2CCN(S(=O)(=O)c3ccc4nc(-c5ccccc5)[nH]c4c3)CC2)c1	-0.9
Cn1nccc1C(=O)Nc1cc(Cl)ccc1Cl	0.8
CCOc1cc(S(=O)(=O)N(Cc2ccccc2)Cc2ccccc2)c(OCC)cc1-n1cnnn1	-0.6
Cc1ccc(C(=O)Nc2ccc3c(c2)C(=O)N(C)C3=O)c(C)c1	-0.5
O=c1cc(-c2ccc([N+](=O)[O-])cc2)c2ccc(O)cc2o1	1.9
CC(=O)c1c(OC(=O)c2cccc(Cl)c2)c2ccccc2n1C	-2.5
CCC1(c2ccccc2)C(=O)N(C(=O)OC(C)(C)C)N1C(=O)OC(C)(C)C (stereo unspecified)	1.3
CCCc1ccc(-c2cc(C(=O)NCCc3ccc(S(N)(=O)=O)cc3)c3ccccc3n2)cc1	-1.7
COc1cc(OC)cc(-c2nnc(SCC(=O)N3CCCc4ccccc43)o2)c1	-1.8

Some of the entries so far, in CSV form.
Molecule,TTR transcr act
COc1cccc(N2CCN(S(=O)(=O)c3ccc4nc(-c5ccccc5)[nH]c4c3)CC2)c1,-0.9
CCOc1cc(S(=O)(=O)N(Cc2ccccc2)Cc2ccccc2)c(OCC)cc1-n1cnnn1,-0.6

Continuation:
SMILES	TTR transcr act
CC(NC(=O)CN(C)CC(=O)Nc1ccc(F)c(F)c1F)c1ccccc1 (stereo unspecified)	1.9
Cc1nn(C)cc1/C=N\NC(=O)Cc1ccc([N+](=O)[O-])cc1	0.4
Cc1cc(C)cc(NC(=O)CSc2nc3c(c(=O)n2C)SC(C)C3)c1 (stereo unspecified)	-0.2
CCOc1ccc2nc(C)cc(Nc3ccc4c(c3)OCCO4)c2c1	3.4
CC(C)(C)n1nnnc1C(c1ccccc1F)N1CCN(C2CCCC2)CC1 (stereo unspecified)	1.4
COc1ccc(CN2C(=O)c3ccccc3C2C(=O)NCC2CCCO2)c(OC)c1 (stereo unspecified)	-0.2
N=c1c2c3c(sc2ncn1N)CCC3	2.4
C=CCc1ccccc1OCC(O)CN1CCOCC1 (stereo unspecified)	-0.2
C=CCOc1ccc2c(CC)cc(=O)oc2c1C	-2.1
CC(=O)c1cccc(NC(=O)Nc2ccc(C(=O)N3CCCC3)cc2)c1	-0.5
CC(=O)c1c(C)[nH]c(C(=O)NCCCN2CCCC2)c1C	0.4
O=C(CSc1nc2ccccc2c(=O)n1-c1ccc(SC(F)F)cc1)Nc1ccc(N2CCOCC2)cc1	-1.6
Cc1ccc(C(=O)CSc2nnc(CNc3ccc(C)cc3C)n2Cc2ccco2)cc1	4.8
N#Cc1ccc(Cl)cc1NC(=O)COC(=O)c1cccc(S(=O)(=O)N2CCOCC2)c1	0.8
C=CCn1cnnc1SCC(=O)N(C1CCCCC1)C1CCS(=O)(=O)C1 (stereo unspecified)	-0.6
CCOC(=O)CCSc1n[nH]c(=S)s1	-0.1
O=C(CCn1ccc([N+](=O)[O-])n1)NC1CCCCCC1	1.5
CS(=O)(=O)Nc1ccc(C(=O)NCc2ccccn2)cc1	-1.7
COc1ccc(CNc2nc3ccccc3n2C)c(OC)c1	1.9
COc1cccc(NC(=S)N(Cc2ccc(C(=O)O)cc2)Cc2ccc(OC)c(OC)c2)c1	-0.3
COc1ccc(C(=O)Nc2ccc3ccccc3n2)cc1OC	-0.7
O=C(O)c1ccc(SCc2ccccc2)nc1	0.9
CN(CC(=O)Nc1ccc(S(=O)(=O)N2CCCC2)cc1)Cc1c(F)cccc1Cl	-1.4
O=C1c2cc(Cl)ccc2OC2(CCNCC2)C12CC(c1ccccc1)=NO2 (stereo unspecified)	-3.5
Cc1nc(C(=O)Nc2ccc(Cl)cc2Cl)nn1-c1cc(OC(C)C)c(Cl)cc1Cl	0.2
CCOC(=O)c1sc(C)c2c1NC1(CCCCCC1)NC2=O	-3.6
O=C(NNC(=O)c1sccc1-n1cccc1)c1ccc(Cl)cc1	-0.8
c1ccc(-c2noc(CSc3nnnn3-c3ccccc3)n2)cc1	-1.9
COc1ccc(Cl)cc1C(=O)NCCS(=O)(=O)N1CCN(c2ccccc2F)CC1	1.0
CCc1nnc(NC(=O)CSc2nnc(C3CCCCC3)n2-c2cccc(Cl)c2)s1	-0.8

Copied from the list:
Under TTR transcr act, CS(=O)(=O)Nc1ccc(C(=O)NCc2ccccn2)cc1 reads -1.7
Under TTR transcr act, CCOC(=O)c1sc(C)c2c1NC1(CCCCCC1)NC2=O reads -3.6

The list continues:
SMILES	TTR transcr act
COc1ccc(N2CCN(CCCNC(=S)Nc3c(C)cccc3C)CC2)cc1	-2.2
COc1ccc(C2=Nc3ccccc3N(C(=O)Cc3cc(OC)cc(OC)c3)C2C(=O)NC(C)C)cc1 (stereo unspecified)	1.6
CCOC(=O)c1ccc(NC(=S)Nc2cccc(N)n2)cc1	-3.2
Cc1ccc(C2/C(=C(\O)c3c(C)nc4ccccn34)C(=O)C(=O)N2CCN(C)C)o1 (stereo unspecified)	0.3
CCOc1ccc2c(c1)s/c(=N\S(=O)(=O)c1ccc(OC)cc1)n2C(F)F	2.1
c1csc(Cc2nc(-c3ccc(-n4cccc4)cc3)no2)c1	-4.3
c1ccc(Cc2nn3c(COc4ccccc4)nnc3s2)cc1	-0.1
CC(C)(C)OC(=O)C[C@H]1C/C=C\C[C@@H](CC(=O)N(CCO)Cc2ccccc2)C(=O)N2CCC[C@H]2COC1=O	2.5
CCN1CCCCC(NC(=O)c2ccc(F)cc2)C1=O (stereo unspecified)	-0.8
COc1cccc(CNC[C@H]2O[C@@H](n3ccc(N)nc3=O)[C@H](O)[C@@H]2O)c1OCc1ccc(F)cc1Cl	-1.1
O=C(OCc1cc(Cl)cc2c1OCOC2)c1cccnc1Cl	-0.9
Cc1c(Cl)cnc(NC(=O)COC(=O)C2CC2)c1Cl	-0.8
Cc1cccc(C#N)c1NC1=CC(=O)CC(C)(C)C1	-1.6
COC(=O)CN1C(=S)N(c2ccc(F)cc2)C(=O)C1CC(=O)Nc1ccccc1 (stereo unspecified)	-1.0
O=C(O)c1ccc(Cl)c(S(=O)(=O)N2CCCC2)c1	5.5
Cc1ccc(NC(=O)c2cc(S(=O)(=O)N3CCCC3)c[nH]2)c(C)c1	-0.8
CCOc1ccc2sc(NS(=O)(=O)c3ccc(OC)c(OC)c3)nc2c1	0.6
COc1ccc(-c2cc(C(F)F)n3ncc(C(=O)NCCCN4CCCC4=O)c3n2)cc1	0.6
CN/N=C/c1ccc(C#N)cc1	0.8
Cc1onc(-c2ccccc2)c1C(=O)N/N=C/c1cc2c(cc1Cl)OCO2	0.8
CC1OC(C)(C)OC1C1CNc2nc(NC(=O)C(C)(C)C)[nH]c(=O)c2N1C(=O)c1cccnc1 (stereo unspecified)	3.5
O=c1cc(Cl)[nH]n(-c2ccccc2)c1=O	-0.6
NC1=NS(=O)(=O)Nc2ccccc21	-1.2
O=C(COC(=O)c1cncc(Br)c1)NCc1ccc(F)cc1	0.2
CC(=O)Nc1ccc(NC(=O)COC(=O)[C@@H]2CCCN2C(=O)c2cccs2)cc1	3.1
COC(=O)C1=C(C(=O)OC)[C@]2([C@H]3CCCCN[C@@H](Cc4ccccc4)C(=O)N3Cc3ccccc3)C=C[C@H]1O2	-5.9
c1ccc(CN2CCN(Cc3c[nH]c4ccccc34)CC2)cc1	-0.7
Cc1ccc(S(=O)(=O)CCC(=O)N2CCN(c3ccccc3O)CC2)cc1	4.6
Cc1cccc(C)c1NC(=O)COC(=O)Cc1ccsc1	-1.6
CC(C)CCn1c(NCCc2ccccc2)nc2c1c(=O)n(C)c(=O)n2C	-1.6

Three entries picked at random from the list so far:
SMILES	TTR transcr act
COc1ccc(-c2cc(C(F)F)n3ncc(C(=O)NCCCN4CCCC4=O)c3n2)cc1	0.6
CCOc1ccc2sc(NS(=O)(=O)c3ccc(OC)c(OC)c3)nc2c1	0.6
CN/N=C/c1ccc(C#N)cc1	0.8

Other structures follow.
SMILES	TTR transcr act
Cc1cc(C)c(C#N)c(OCC(=O)c2ccccc2)n1	1.6
O=C(Nc1ccc2c(c1)OCCO2)C(CCc1ccccc1)N(Cc1ccccc1)Cc1ccccc1 (stereo unspecified)	-0.3
FC(F)C(F)(F)Oc1cccc(Nc2nccn3c(-c4ccc5ccccc5c4)cnc23)c1	-0.3
N#Cc1cccc(S(=O)(=O)NCc2nnc3ccccn23)c1	0.1
COc1ccc(/C=C2\CN(Cc3ccccc3)C/C(=C\c3ccc(OC)cc3)C2=O)cc1	5.4
Cc1ccc(S(=O)(=O)N2[C@@H](CO)CO[C@H]2CC(=O)c2cccs2)cc1	2.0
CCCCc1nnc(NC(=O)COc2ccc3c(C)cc(=O)oc3c2)s1	0.7

An excerpt, so the mix of outcomes need not match the whole.
